S2 tox = Viability Counterscreen for Primary qHTS for Inhibitors of ATXN expression; S2 cells (HEK-293 line with an ATXN2-luciferase reporter) viability, CellTiter-Fluor protease fluorescence, 24 h; Potency, µM (doses to about 56.7 µM), most hits filed as cytotoxic; hit rate 0.49% among 400,000; AID 651635, 2014; further: potency means the concentration at half of the fitted maximal effect; nearly all actives have a fitted effect of over 40% in size
Nrf2 block = Nrf2 qHTS screen for inhibitors. A549 ARE-Fluc reporter, luciferase luminescence, 18-24 h. Potency, µM (series often up to 46 µM), inactives show at the highest dose activity change, negative = inhibition, actives largely listed as inhibitors. hit rate 2.1% among 360,000; further: potency means the concentration at half of the fitted maximal effect; on the % scale 0 is the no-effect control and ±100 the full control effect; nearly all actives have a fitted effect of over 60% in size
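Two sequential reads on A549 ARE_Fluc cells exposed to compound for 18-24 h: a CellTiter-Fluor fluorescence read for viability, then a luciferase luminescence read for Nrf2/ARE activity.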
MmCpn inh = Inhibitors of TCP-1 ring complex (TRiC) of Methanococcus maripaludis (MmCpn): qHTS; purified Mm-Cpn ATPase, ADP Transcreener TR-FRET; Potency, µM (titrated, usually from 76.9 µM), inactives show at the top dose activity, negative = inhibition, most hits filed as inhibitors; hit rate 0.031% among 330,000; further: potency means the concentration at half of the fitted maximal effect; on the % scale 0 is the no-effect control and ±100 the full control effect; nearly all actives have a fitted effect of over 80% in size
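ATPase read-out: TR-FRET ADP immunoassay (anti-ADP Eu cryptate vs ADP-d2), ex 320 nm, em 590/665 nm; signal drops as ADP forms. Enzyme 25 nM, ATP 10 uM, 30 min at 37°C after 10 min compound preincubation.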
TGFb inhibitor = qHTS for Inhibitors of TGF-b | HepG2 CAGA-GFP TGF-b/SMAD3 reporter, GFP fluorescence, 18 h; TGF-beta stimulated, 500 pg/mL final | hit rate 1.2% among 410,000 | Potency, µM (titrated, usually from 46.1 µM), inactives show at the top dose activity, negative = inhibition, actives largely listed as inhibitors; further: potency means the concentration at half of the fitted maximal effect; on the % scale 0 is the no-effect control and ±100 the full control effect; nearly all actives have a fitted effect of over 65% in size
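GFP signal (ex488/em500-530) from TGF-beta-stimulated HEPG2 CAGA-GFP cells, 500 pg/mL final, 18 h at 37 degrees C in DMEM plus 1% FBS, normalized to unstimulated and DMSO-stimulated controls.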
A549 viability = Nrf2 qHTS screen for inhibitors: counterscreen for cytotoxicity; hit rate 0.16% among 390,000; AID 504648, 2011; Potency, µM (highest dose often 46 µM), without a hit: top-dose activity change, negative = cytotoxicity, hits mostly inhibitors; A549 ARE-Fluc cells, CellTiter-Fluor viability, 18-24 h; further: potency means the concentration at half of the fitted maximal effect; on the % scale 0 is the no-effect control and ±100 the full control effect
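A549 ARE_Fluc cells in 5% FBS OPTI-MEM were exposed to compounds in concentration-response for 18-24 h at 37 deg C. Viability was read by CellTiter-Fluor fluorescence (Ex 405/Em 525) after 30 min, before the luciferase read.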
Nrf2 activator = qHTS of Nrf2 Activators; hit rate 0.31% among 410,000; AID 624171, 2012; AREc32 ARE-luciferase reporter (MCF7-derived line), luminescence, 24 h; Potency, µM (highest dose often 46.1 µM), for inactives: at the top dose activation, most hits filed as activators; further: potency means the concentration at half of the fitted maximal effect; % of control where 0% means no effect; nearly all actives have a fitted effect of over 65% in size
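Cells of the AREc32 ARE-luciferase line are plated in OPTI-MEM containing 5% FBS and left overnight at 37 deg C. Compounds are pinned in, incubation continues 24 hr, and firefly luciferase signal is then measured.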
HepG2 viability = qHTS for Inhibitors of TGF-b: Cytotox Counterscreen. HepG2 CAGA-GFP viability, ATP luminescence, 18 h. Potency, µM (titrated, usually from 46.1 µM), without a hit: top-dose activity change, negative = cytotoxicity, actives largely listed as cytotoxic. hit rate 0.76% among 410,000; further: potency means the concentration at half of the fitted maximal effect; some results filed as inactive show a strong effect at the top dose
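HepG2 CAGA-GFP cells (1000/well, DMEM with 1% FBS) received compound, then TGF-beta at 500 pg/mL final, and were incubated 18 hours at 37 degrees C. Viability was read by CellTiter-Glo luminescence. Media-only wells were set as complete cell-killing and DMSO as no toxicity.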
Akt phos inh = HTS Assay for Inhibitors of Akt Phophorylation: Primary Screen; hit rate 0.32% among 360,000; activity change, % for hits at 50 µM; Neuro2A IGF-stimulated pAkt S473 HTRF, 20 min; stronger effect = lower value; AID 651550, 2012; in the data active means activity change below about -80%; inconclusive means mostly about -51% to -80%; further: on the % scale 0 is the no-effect control and ±100 the full control effect
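Single-point screen (50 µM final compound) in Neuro2A cells stimulated 20 min with 6 nM IGF at 37 deg C. After lysis, Ser473-phosphorylated Akt read by HTRF (ex 330 nm, em 615/665 nm) as the 665/615 ratio.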
CCT modulator = High-Throughput Screening for Modulators of Cytosolic Chaperonin Activity. hit rate 0.3% among 360,000. purified chaperonin ATPase assay, HTRF ADP detection, 30 min. activity change, % (no concentration beside the values), hits read low; in the data active means activity change below about -30%; further: on the % scale 0 is the no-effect control and ±100 the full control effect
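TRiC (40 or 20 nM final, by batch activity) in 30 mM Tris pH 7.4, 100 mM KCl, 5 mM MgCl2, 1 mM DTT was treated with compound at 76 uM single dose, then 10 uM ATP, 30 min at 37 °C. ADP was read by HTRF Transcreener.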
Starred values were filed as active, the others as inactive; i = inactive; ? = inconclusive; . = not tested or not shown; & = joins results of further samples. Unless noted, the call rests on the fitted dose curve; in most records, active means well fitted curve in the direction sought with a large enough effect; inconclusive means small, poorly fitted or top-dose-only effect, or another doubt; inactive means no such curve, though single readings can be large; an effect the other way counts as inactive or inconclusive.

smiles	TGFb inhibitor	Nrf2 activator	A549 viability	S2 tox	MmCpn inh	CCT modulator	HepG2 viability	Akt phos inh	Nrf2 block
CCCOc1ccc(C(C)=O)cc1Cc1c(O)nc(SC)[nH]c1=O	0%	-0.6%	1%	i	?	0.4	-15%	i	4%
CCOC(=O)c1[nH]c(Cc2[nH]c(C(=O)OCC)c(C)c2CCC(=O)OC)c(CCC(=O)OC)c1C	-8%	2.9%	.	i	-2%	-0.7	-20%	i	?
COc1cc(OC)c2ccc(=O)oc2c1C(CCN1CCN(c2ccccc2)CC1)c1ccc(N(C)C)cc1 (stereo not drawn)	-25%&-6%	2.6%	-23%&-12%	i	1%	-1.1	-20%&-8%	i	6%&14%
CCCn1c(=O)c(C(=O)NNC(=O)c2ccccc2Cl)c(O)c2ccccc21	?	0.8%	?	i	-1%	-1.2	-47%	i	?
COC(=O)COC(=O)c1ccc(-n2nnnc2SC)cc1	-10%	-0.8%	.	i	-1%	0.7	-4%	i	-15%
CC(C)NC(=O)N(C)C[C@H]1Oc2c(NS(=O)(=O)c3cccs3)cccc2C(=O)N([C@H](C)CO)C[C@@H]1C	-5%	0.4%	0%	i	1%	-2.7	5%	i	2%
COC(=O)C1=CNC=C(C(=O)OC)C1c1cccc2ccccc12	-9%	-0.4%	13%	i	-6%	2.4	1%	i	0%
Cc1ccc(CNC(=O)C2CCN(C(=O)c3cccc(Cl)c3)CC2)cc1	-2%	-0.7%	-2%	i	1%	-2.4	3%	i	3%
CC(C)c1onc(C(=O)NC2CCCCC2)c1[N+](=O)[O-]	-1%	25%	-4%	i	1%	-5.6	2%	i	16%
CCN(CC)CCNC(=O)NC1CCCCC1	16%	0.0%	6%	i	-3%	-1.2	5%	i	?
CCOc1ccc(CCN2C(=O)C(=O)N([C@@H](Cc3ccccc3)CN3CCC[C@H]3CN3C(=O)C(=O)NC[C@@H]3Cc3ccccc3)C[C@@H]2CC(C)C)cc1	.	-3.1%	.	?	.	0.5	.	i	.
CCn1c(SCC(=O)NCC(=O)Nc2ccc(F)cc2)nnc1-c1cccs1	-4%	2.8%	-3%	i	1%	-1.1	-17%	i	?
Cc1ccc(NC(=O)COC(=O)/C(=C/c2cccs2)c2cccs2)cc1S(=O)(=O)N(C)C	?	5.5%	-18%	i	2%	1.7	-8%	i	?
Nc1c(N(CCC2=CCCCC2)C(=O)c2ccccc2F)c(=O)[nH]c(=O)n1Cc1ccccc1	0%	-0.3%	1%	i	0%	0.7	2%	i	0%
CCc1ccccc1N(C(=O)c1snc(C(N)=O)c1N)C(C(=O)NCC1CCCO1)c1ccc(C)o1 (stereo not drawn)	1%	2.1%	-9%	i	-1%	0.3	-4%	i	?
CC(CCc1ccccc1)NC(=O)Cn1ncc2c3ccccc3n(Cc3ccccc3F)c2c1=O (stereo not drawn)	-8%	0.4%	1%	i	.	.	2%	.	1%
C=CCn1c(N)cc(=O)nc1SCC(=O)N(c1ccccc1)c1ccccc1	13%	-0.5%	-2%	?	-12%	-2.4	-13%	i	-3%
COc1ccc(OC)c(NC2c3ncccc3C(=O)N2Cc2ccco2)c1 (stereo not drawn)	-17%	-0.1%	7%	i	0%	-3.1	-16%	i	5%
O=C(CNC(=O)c1ccc2c(c1)OCCO2)N/N=C/c1ccco1	-12%	7.7%	1%	?	0%	0.1	2%	i	5%
O=C(Nc1nc2c(s1)CCCC2)c1nn(Cc2ccccc2)c(=O)c2ccccc12	6%	-0.3%	0%	i	-3%	0.5	-18%	i	-13%
CCS(=O)(=O)NCc1cn2c(C)csc2n1	5%	1.8%	-2%	i	-3%	1.1	0%	i	11%
CCOc1ccc(C(=O)NCCc2sc(-c3cccc(F)c3)nc2C)cc1OCC	6%	-0.4%	-10%	i	.	.	-8%	.	.
COc1cccc(-c2cc(C(=O)NC3CCCCC3)no2)c1	20%	5.8%	-12%	i	1%	-0.2	5%	i	?
COc1ccccc1NC(=O)C1(c2ccccc2)CCCC1	3%	-0.3%	7%	i	0%	-2.3	-22%	i	12%

An excerpt from above, reduced to Nrf2 activator and S2 tox.
compound	Nrf2 activator	S2 tox
Cc1ccc(NC(=O)COC(=O)/C(=C/c2cccs2)c2cccs2)cc1S(=O)(=O)N(C)C	5.5%	i
Nc1c(N(CCC2=CCCCC2)C(=O)c2ccccc2F)c(=O)[nH]c(=O)n1Cc1ccccc1	-0.3%	i

Going on with the list:
smiles	TGFb inhibitor	Nrf2 activator	A549 viability	S2 tox	MmCpn inh	CCT modulator	HepG2 viability	Akt phos inh	Nrf2 block
CCn1c(=O)c2sccc2n2c(CCC(=O)Nc3ccc(OC)c(Cl)c3)nnc12	5%	0.5%	-3%	i	.	.	1%	.	-19%
CCc1noc(C)c1C(=O)Nc1nc2c(C)cc(C)cc2s1	?	11%	1%	i	0%	-2.8	1%	i	?
CCCCn1cc2c(c1-c1cccc(C)c1)c(=O)n(C)c(=O)n2C	-24%	4.4%	-11%	i	-1%	-0.2	1%	i	-16%
O=C(CSc1ncnc2ccccc12)c1cccs1	1%	?	0%	i	0%	2.2	-22%	i	?
Cc1c(C(=O)OCC(=O)NC2CCCCC2)oc2ccccc12	?	0.3%	13%	i	1%	-0.5	0%	i	6%
COc1ccccc1NC(=S)NNC(=O)c1ccncc1	-1%	-0.4%	13%	i	3%	0.8	-2%	i	?
Oc1ccc2ccccc2c1CNn1cnnc1	2%	0.0%	-8%	i	-3%	-0.2	-2%	i	4%
O=c1[nH]nc(-c2ccc(F)cc2)cc1-c1ccccc1	-2%	3.4%	-3%	i	-1%	1.1	4%	i	-3%
O=C(COC(=O)c1cccc(S(=O)(=O)N2CCCCCC2)c1)Nc1ccccc1	0%	-0.4%	-14%	i	-5%	2.9	5%	i	-7%
Cc1ccccc1/C=C(\C#N)c1nc(-c2ccc(Cl)cc2)cs1	-19%	-1.7%	0%	i	.	.	-40%	.	?
COc1ccccc1NC(=O)CN1CCN(CC(=O)Nc2ccc(F)cc2F)CC1	-5%	0.2%	17%	i	3%	-1.3	-5%	i	?
CC(=O)c1ccc(N2CCN(C(=O)c3ccc(Cn4c(=O)[nH]c5ccccc5c4=O)cc3)CC2)cc1	-2%	-0.7%	-9%	i	.	.	-37%	.	.

Three of the entries above in order of the MmCpn inh value, ascending.
smiles	MmCpn inh
COC(=O)C1=CNC=C(C(=O)OC)C1c1cccc2ccccc12	-6%
O=C(CNC(=O)c1ccc2c(c1)OCCO2)N/N=C/c1ccco1	0%
COc1ccccc1NC(=S)NNC(=O)c1ccncc1	3%

Carrying on:
smiles	TGFb inhibitor	Nrf2 activator	A549 viability	S2 tox	MmCpn inh	CCT modulator	HepG2 viability	Akt phos inh	Nrf2 block
COc1cc(NC(=O)CSc2nnc(-c3cc(C)on3)o2)cc(OC)c1	4%	-0.5%	2%	i	-1%	1.9	7%	i	-14%
CCCOc1ccc(-c2cccc(NS(=O)(=O)c3ccccc3)c2)nn1	10µM*	5.3%	0%	i	.	.	0%	.	.
CCCCn1c(-c2ccc([N+](=O)[O-])cc2)n[nH]c1=S	0%	-0.2%	-19%	i	1%	-0.7	-10%	i	-11%
NC(=O)COc1ccc(/C=N/NC(=O)C2CCCN2S(=O)(=O)c2ccc(Cl)cc2)cc1 (stereo not drawn)	-2%	0.4%	-2%	i	2%	-0.5	-3%	i	.
O=C(CSc1ncnc2c1cnn2-c1ccc(F)cc1)NCC1CCCO1 (stereo not drawn)	-15%	-0.6%	-5%	i	-1%	-2.1	-3%	i	?
Clc1cccc(C2CCN(Cc3nc(COc4ccccc4)no3)C2)c1 (stereo not drawn)	-19%	-0.8%	2%	i	1%	0.3	-18%	i	2%
N#CCOc1coc(CN2CCN(c3ccccc3)CC2)cc1=O	1%	-1.1%	4%	i	1%	1.4	1%	i	27%
O=C(O)c1cccc(NS(=O)(=O)c2ccc(Oc3ccc(S(=O)(=O)Nc4cccc(C(=O)O)c4)cc3)cc2)c1	30%	-0.8%	-2%	i	.	-2.1	-16%	i	5%
CSc1nc(-c2ccco2)nn1S(C)(=O)=O	14%	3.5%	-1%	i	0%	-2.7	-8%	i	4%
O=C(C1CCN(c2nc3ccccc3[nH]2)CC1)N1CCN(c2cccc(Cl)c2)CC1	?	6.6%	-6%	.	.	.	-35%	.	.
CCN1CCc2c(sc(NC(=O)c3ccc(S(=O)(=O)N(C)C4CCCCC4)cc3)c2C(N)=O)C1	?	4.2%	-9%	i	.	.	11µM*	.	.
Cc1ccc(Cc2c[nH]c(=S)s2)cc1	6%	9.5%	0%	i	0%	-0.5	11%	i	-13%
CCOC(=O)N1CCC(n2c(SCC(=O)NCCC3=CCCCC3)nc3ccccc3c2=O)CC1	-15%	2.6%	?	?	-2%	0.8	3%	i	?
O=[N+]([O-])c1ccc(Nc2ccccc2O)c2nonc12	4%	?	-18%	?	-10%	-0.9	-6%	i	1%
Cc1cccc(-n2c(O)c(C=NC3CCS(=O)(=O)C3)c3ccccc3c2=O)c1 (stereo not drawn)	0%	-0.7%	-9%	?	0%	1.1	-2%	i	-9%
O=C(N/N=C/c1cc2c(cc1Br)OCO2)c1cccnc1	-20%	3.7%	-1%	i	5%	2.2	-13%	i	6%
CCn1ncc(C2=NOC(C(=O)Nc3ccc(C)cc3)C2)c1C (stereo not drawn)	4%	0.5%	-10%	i	-2%	-1.2	-6%	i	?
